Screens (PubChem)
Mtb UGM inh – M. tuberculosis UGM enzyme inhibitors, primary screen, biochemical, fluorescence polarization, single point | UDP-galactopyranose mutase (Mycobacterium tuberculosis (strain ATCC 25618 / H37Rv)), … | purified UGM, fluorescence polarization probe displacement | inhibition, % at 10 µM | hit rate 0.06% among 320,000; in the data active = inhibition above about 10%, passing the limit was not always enough; inconclusive = no clear call, values can overlap the other calls
Target sequence (P9WIQ1 whole entry, looked up): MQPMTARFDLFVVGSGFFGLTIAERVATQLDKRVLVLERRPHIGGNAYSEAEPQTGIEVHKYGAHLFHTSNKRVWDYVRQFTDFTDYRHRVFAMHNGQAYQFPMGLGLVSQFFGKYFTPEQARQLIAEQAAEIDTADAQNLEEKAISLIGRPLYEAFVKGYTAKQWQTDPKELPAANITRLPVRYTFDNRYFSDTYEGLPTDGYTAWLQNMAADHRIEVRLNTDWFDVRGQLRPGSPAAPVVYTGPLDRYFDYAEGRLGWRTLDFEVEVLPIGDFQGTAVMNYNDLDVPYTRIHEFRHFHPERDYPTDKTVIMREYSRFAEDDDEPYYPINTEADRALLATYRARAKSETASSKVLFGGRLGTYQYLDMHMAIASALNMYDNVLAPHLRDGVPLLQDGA
BioA inh – M. tuberculosis BioA enzyme inhibitors, primary screen, biochemical, plate reader, single point, HTS; hit rate 0.096% among 360,000; purified M. tuberculosis BioA enzyme; 7,8-diaminopelargonic acid synthase BioA (Mycobacterium tuberculosis); inhibition, % at 9.99 µM; in the data active = inhibition above about 40%; inconclusive = no clear call, values can overlap the other calls
PrPC TRFRET – inhibitors of human cell surface prion protein PrPC, primary screen, cell-based, TR-FRET | Major prion protein (Homo sapiens), P04156 | TR-FRET read-out | inhibition, % at 13.8 µM | hit rate 0.43% among 370,000; in the data active = inhibition above about 24%; also: 0% = median of the test wells and 100% = reference compound wells
MazF activator – activators of E. coli MazEF toxin-antitoxin RNase, primary screen, biochemical, fluorescence, uHTS. Endoribonuclease toxin MazF (Escherichia coli (strain K12)), P0AE70. FAM/BHQ RNA-DNA oligo cleavage fluorescence, 5 h. activation, % at 20 µM. hit rate 0.32% among 350,000. AID 504720, 2011; in the data active = activation above about 50%
Target sequence (P0AE70 whole entry, looked up): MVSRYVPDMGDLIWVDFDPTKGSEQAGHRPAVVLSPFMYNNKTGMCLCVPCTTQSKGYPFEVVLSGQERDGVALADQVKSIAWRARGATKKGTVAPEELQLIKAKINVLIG
Rv3671c inh – Rv3671c serine protease inhibitors, primary screen, biochemical, fluorescence polarization, M. tuberculosis H37Rv; P9WHR9; inhibition, % at 5.96 µM; hit rate 0.048% among 320,000; in the data active = inhibition above about 38%;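 also: extracellular domain of Rv3671c used as enzyme; 0% = enzyme with DMSO and 100% = no enzyme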
Mtb FBA inh – Mtb FBA enzyme inhibitors, primary screen, biochemical, fluorescence, strain H37Rv | Fructose-bisphosphate aldolase (Mycobacterium tuberculosis (strain ATCC 25618 / H37Rv)), … | purified M. tuberculosis FBA, fluorescence read-out | inhibition, % at 1 µM | hit rate 2.3% among 360,000 | AID 588726, 2011; in the data active = inhibition above about 27%;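 also: 0% = vehicle and 100% = reference inhibitor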
Target sequence (P9WQA3 whole entry, looked up): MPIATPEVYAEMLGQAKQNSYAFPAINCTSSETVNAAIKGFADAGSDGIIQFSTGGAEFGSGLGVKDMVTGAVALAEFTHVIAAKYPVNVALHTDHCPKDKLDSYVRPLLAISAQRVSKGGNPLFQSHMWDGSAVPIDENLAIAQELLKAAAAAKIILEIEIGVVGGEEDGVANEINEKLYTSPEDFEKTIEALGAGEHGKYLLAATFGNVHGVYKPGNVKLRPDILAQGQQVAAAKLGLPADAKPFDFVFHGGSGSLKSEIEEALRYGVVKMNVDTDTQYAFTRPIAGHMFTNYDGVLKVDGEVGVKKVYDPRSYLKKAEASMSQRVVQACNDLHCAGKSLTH
FadD28 binding – inhibitors of FadD28 bisubstrate probe binding, primary screen, biochemical, fluorescence polarization, single point. Mycobacterium tuberculosis FadD28 fatty-acid-AMP ligase. inhibition, % at 12.5 µM. hit rate 0.22% among 360,000; in the data active = inhibition above about 8.5%, passing the limit was not always enough; inconclusive = no clear call, values can overlap the other calls
GDH-TPI inh – GDH-TPI coupling enzyme inhibitors, primary screen, artefact control for M. tuberculosis FBA inhibitor project, biochemical, absorbance, full deck. GDH-TPI coupled enzyme counterscreen, NADH absorbance. inhibition, % at 4.8 µM. hit rate 1.2% among 360,000. AID 588335, 2011; in the data active = inhibition above about 30%;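 also: 0% = DMSO wells and 100% = wells lacking the enzyme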
BoNT-F LC inh – BoNT/F light chain protease inhibitors, primary screen, biochemical, flow cytometry, MLPCN library; hit rate 0.22% among 360,000; Multiplex microsphere protease cleavage assay; inhibition, % at 10 µM; in the data active = inhibition above about 35%, passing the limit was not always enough; inconclusive = no clear call, values can overlap the other calls; also: plate controls were buffer without enzyme for full effect and enzyme alone for no effect
Starred values were filed as active, the others as inactive; u = inconclusive; x = no result given.

SMILES	Mtb UGM inh	BioA inh	PrPC TRFRET	MazF activator	Rv3671c inh	Mtb FBA inh	FadD28 binding	GDH-TPI inh	BoNT-F LC inh
O=C(OC(C(=O)NCc1cccs1)c1ccc(F)cc1)c1ccco1 (stereo not given)	0.0	0.5	2	-6	-2	0	-0.3	-10	0
C[C@H]1NC(=O)[C@]2(C)[C@@H](c3ccccc3)[C@H]3COc4ccccc4[C@@H]3N2C1=O	x	1.1	-7	1	x	-1	-2.5	4	-5
O=C(COC(=O)c1ccc(Cl)nc1)NCc1ccc2c(c1)OCO2	-3.6	x	4	3	4	-2	-1.4	-5	1
O=C(C[n+]1cccc(CO)c1)Nc1nc2ccccc2s1	-1.0	x	15	12	6	1	1.3	-2	-2
O=c1cc(-c2cccc(Br)c2)oc2cccc(O)c12	-3.0	-4.1	5	-10	2	0	-3.0	7	-6
O=[N+]([O-])c1ccccc1/C=C/C=N/Nc1nc(N2CCCCC2)nc(N2CCCCC2)n1	0.8	x	5	1	-2	0	-0.3	-2	0
COCCNC(=O)c1ccc(CS(=O)(=O)c2ccc(C)cc2)o1	1.3	3.6	1	2	-1	0	-0.2	8	-2
CC1(C(=O)NC2CCc3ccccc32)CCN1CCc1ccccc1 (stereo not given)	x	3.6	-6	x	x	1	-4.6	-1	-4
N#C/C(=C/c1ccc(F)cc1)c1nnc(NC(=O)c2ccccc2)s1	5.3	0.0	1	-27	-14	5	-1.6	5	1
Cc1cccc(S(=O)(=O)Nc2ccc(-n3c(C)nc4ccccc4c3=O)cc2)c1	1.5	1.4	0	-1	3	0	-0.8	5	0
C/C(=N\NC(=O)Cc1ccc(Cl)cc1)c1ccc(F)cc1	-0.5	4.0	7	5	18	1	0.0	6	35*
COc1ccc(C(C#N)N2CCOCC2)cc1 (stereo not given)	-0.5	-0.2	-1	1	4	2	-0.2	5	7
COc1cccc(/C=N/NC(=S)Nc2cccc(C(=O)O)c2)c1O	2.4	x	-6	-2	1	1	0.1	12	-4
CC1=C(C(=O)N(C)C)CC(CC(=O)NC2CC2)C(=O)N1Cc1ccc(C(C)(C)C)cc1 (stereo not given)	x	0.6	-12	-3	x	-1	0.3	7	-2
O=C(Nc1cc([N+](=O)[O-])ccc1N1CCCC1)c1ccco1	-0.1	x	-28	-2	0	-19	-2.4	-2	-1
CCCCC(=O)Nc1c(-c2cccc(OC)c2)c(=O)c2ccccc2n1C	2.7	-0.6	-5	6	x	3	-1.8	23	17
CCn1c(=O)c2cc(C(=O)NC(C)C)sc2c2ccccc21	-0.3	0.6	-2	10	-2	44*	-5.9	5	-4
C/C(Cc1ccccc1)=N\NC(=O)CNC(=O)/C=C\c1ccccc1	0.0	-2.3	0	4	-12	-2	-1.3	5	x
COc1cc(SC)ccc1C(=O)OCC(=O)NCCNC(=O)COC(=O)c1ccc(SC)cc1OC	0.3	-2.3	-2	-2	-11	-1	-3.4	10	4
C=CCNc1nc(C(=O)OCC)nc2ccccc12	2.4	x	7	0	0	1	0.4	9	3

Looked up above:
Cc1cccc(S(=O)(=O)Nc2ccc(-n3c(C)nc4ccccc4c3=O)cc2)c1 in FadD28 binding shows -0.8
C/C(=N\NC(=O)Cc1ccc(Cl)cc1)c1ccc(F)cc1 in Rv3671c inh shows 18
CC1=C(C(=O)N(C)C)CC(CC(=O)NC2CC2)C(=O)N1Cc1ccc(C(C)(C)C)cc1 (stereo not given) in GDH-TPI inh shows 7
C/C(Cc1ccccc1)=N\NC(=O)CNC(=O)/C=C\c1ccccc1 in GDH-TPI inh shows 5

(list continues)
SMILES	Mtb UGM inh	BioA inh	PrPC TRFRET	MazF activator	Rv3671c inh	Mtb FBA inh	FadD28 binding	GDH-TPI inh	BoNT-F LC inh
O=C(NNC(=S)NC(=O)c1ccccc1)c1ccc([N+](=O)[O-])cc1	1.0	-0.8	-27	-1	-2	2	-1.3	8	u
N=c1c(C(=O)NCc2ccco2)cc2c(=O)n3ccccc3nc2n1Cc1ccccc1	-0.8	-1.3	-25	3	6	163*	u	15	-5
Cc1cc(C(C)(C)CC(C)(C)C)ccc1OCCOCC[N+](C)(C)Cc1ccccc1	-2.8	15	6	-18	6	0	-18	5	-46
CCOc1cccc(CN2CCC(n3nccc3NC(=O)C3CCCC3)CC2)c1	1.0	-2.9	-11	4	-1	4	-0.1	8	-1
O=C(O)c1ccc(NS(=O)(=O)c2cc(Cl)ccc2Cl)cc1O	2.1	0.3	-3	0	-9	-1	2.2	4	0
O=C(O)c1ccc2c(c1)C(=O)N(CCc1ccccc1)C2=O	-2.3	0.7	-7	5	-3	85*	-0.6	-1	u
CCC(NC(=O)C1CCCC1)c1ccccc1 (stereo not given)	-3.6	-1.7	2	0	-3	-1	-2.4	-13	u
CC(C)c1c(C(=O)N/N=C/c2ccc(Cl)cc2Cl)nnn1-c1nonc1N	-3.0	0.2	2	15	3	1	-2.2	4	0
O=C(COc1coc(CN2CCc3ccccc32)cc1=O)NCCc1ccccc1	-0.9	-0.1	6	1	5	0	-3.4	-4	x
Cc1cc(C)nc(S/C=C/C(=O)c2ccccc2F)n1	-0.1	x	4	-133	-1	-2	-3.5	8	-2
CC(C)[C@H](NC(=O)c1ccccc1)C(=O)OCC(=O)Nc1sccc1C(N)=O	0.5	-0.7	-3	5	-3	0	0.4	10	0
CC(C)(C)C1CCC2(CC1)NC(CO)(CO)CO2 (stereo not given)	2.3	-0.7	-5	8	-11	1	-1.8	-7	-10
CN(C)c1nc(Oc2ccc(/C=N/O)cc2)nc(N(C)C)n1	-4.8	-0.2	-5	2	4	-1	-4.6	-9	-1
CC1=C(C(=O)Nc2ccc(CC(=O)NCc3ccccc3C)cc2)SCCO1	-1.0	-0.6	2	5	11	-2	0.2	1	0
NS(=O)(=O)c1cnccc1Nc1cccc(F)c1	-0.4	-2.1	-9	-3	-1	2	-1.1	14	u
CC(=O)c1ccc(NC(=O)CCCC(=O)c2ccccc2)cc1	-3.9	1.8	12	3	-15	-2	x	-9	-10
CCOC(=O)C1=C(COC(=O)CCNS(=O)(=O)c2ccc(NC(C)=O)cc2)NC(=O)NC1C (stereo not given)	4.6	-0.3	1	2	-13	4	-0.3	9	2
CCOC(=O)c1ccc(NC(=S)N2CCC(C(N)=O)CC2)cc1	2.1	x	2	5	5	-1	-1.1	-1	-5
Cc1csc(=O)n1CCC(=O)OCC(=O)NCc1ccccc1	x	-0.4	2	-4	x	2	-0.8	7	-8
CC1CCCCC1NC(=O)C1CCC(CNS(=O)(=O)c2ccccc2)CC1 (stereo not given)	-1.1	0.2	-2	3	-5	-2	-1.8	3	u
Cc1nnc(NC(=O)c2ccc3c(c2)NC(=O)CS3)s1	-1.6	-1.5	-1	2	-8	-1	-1.9	21	-4
CC1CC2(O)c3no[n+]([O-])c3CCC2N1O (stereo not given)	4.3	x	-3	3	-9	0	-4.3	-1	3
COc1ccc(-c2cc(C(=O)N3CCN(Cc4ccc5c(c4)OCO5)CC3)on2)cc1OC	-1.0	-0.3	-4	1	-8	-2	-8.1	5	-6
O=[N+]([O-])c1sccc1CS(=O)(=O)c1ccccc1	1.1	4.0	-43	5	0	0	-1.2	5	x
Cc1nc2c(s1)sc1ccccc12	-0.1	-0.2	-3	-1	-7	2	0.2	10	-3
CCCCOc1ccc(C2CCC(C(C)=O)C(C)C2)cc1 (stereo not given)	-1.5	0.7	-3	-11	7	1	1.2	6	-3
Cc1ccc2nc(N3CCN(C(=O)c4cccs4)CC3)c(C#N)cc2c1	0.5	5.2	0	4	-3	21	-4.3	9	3
COc1cccc(NC(=O)Cn2nnc(C(=O)NCCc3ccccc3)c2N)c1	-0.4	-0.7	9	-21	-12	2	-1.7	17	3
NC(=O)CC(NC(=O)c1ccccc1)c1ccc(NCC2CC2)c([N+](=O)[O-])c1 (stereo not given)	-0.9	-0.7	-19	2	8	-7	-0.2	8	-1
CCCCn1c(=O)c(CCC(=O)OCC(=O)NC(=O)NCCC(C)C)nc2ccccc21	-1.1	0.0	-3	-1	-6	5	-0.5	5	-4

One compound at a time (already shown). Order of values: Mtb UGM inh	BioA inh	PrPC TRFRET	MazF activator	Rv3671c inh	Mtb FBA inh	FadD28 binding	GDH-TPI inh	BoNT-F LC inh
O=C(OC(C(=O)NCc1cccs1)c1ccc(F)cc1)c1ccco1 (stereo not given) as listed: 0.0	0.5	2	-6	-2	0	-0.3	-10	0
O=C(C[n+]1cccc(CO)c1)Nc1nc2ccccc2s1 as listed: -1.0	x	15	12	6	1	1.3	-2	-2

Further entries follow:
SMILES	Mtb UGM inh	BioA inh	PrPC TRFRET	MazF activator	Rv3671c inh	Mtb FBA inh	FadD28 binding	GDH-TPI inh	BoNT-F LC inh
COc1cc2[nH]c(=S)nc(NCc3ccc(C)cc3)c2cc1OC	2.2	7.4	0	8	-2	-3	-1.3	5	22
Cc1ccc(CNC(=O)CCSCc2ccc(C)cc2)cc1	0.0	0.1	-6	3	2	-6	-3.9	1	u
Cn1c(N)c(C(=O)COC(=O)c2ccccc2C(=O)c2ccc(Cl)c([N+](=O)[O-])c2)c(=O)n(C)c1=O	2.5	0.1	x	-4	-10	3	-1.5	0	-24
CS(=O)(=O)c1ccc(Nc2nc(C(N)c3ccccc3)cs2)cc1 (stereo not given)	x	2.3	5	x	x	1	-3.0	5	-4
Oc1ccc(C[C@H]2CNC(=S)N2C[C@H]2CCCN2C[C@H](Cc2ccccc2)N2C[C@H](Cc3ccc(O)cc3)N(CCc3ccccc3)C2=S)cc1	x	-0.1	-7	x	x	2	-4.1	x	-5
C=CCN(c1ccccc1)S(=O)(=O)c1cccc(C(=O)Nc2nc3ccccc3[nH]2)c1	2.9	-2.2	-1	13	-4	-1	-1.5	12	-1
CCOC(=O)C1C(=O)C=C(c2ccccc2)CC1c1ccccc1 (stereo not given)	x	-1.4	-6	-1	x	-1	1.1	5	-11
Cn1nc(C(C)(C)C)c([N+](=O)[O-])c1C(=O)Nc1cccc2ccccc12	-1.2	-3.2	18	-3	-4	3	-0.8	11	-3
CCCCC(CC)C(=O)Nc1ccc(C)c(O)c1 (stereo not given)	0.8	x	-10	3	1	1	-1.9	3	-2
CCOC(=O)c1c(NC(=O)CSc2ncn[nH]2)sc(C(=O)NC)c1C	-1.3	-0.4	-4	3	4	-2	-0.3	4	4
NN=C1C(=O)c2cccc3cccc1c23	x	-4.3	-8	16	x	1	-0.5	10	-7
COc1ccc(S(=O)(=O)N2CCC(C(N)=O)(N3CCCCC3)CC2)cc1OC	-0.2	0.7	-2	7	5	-3	x	4	-4
O=C(OC(C(=O)NC1CCCCC1)c1ccc(C(F)(F)F)cc1)c1ccco1 (stereo not given)	x	-1.1	-5	1	-4	0	-1.0	4	u
Cc1ccc(NC(=O)CCc2nc(-c3cccs3)no2)c(Br)c1	0.6	-0.3	4	-15	-3	-2	-1.1	8	-7
O=C(C1CCCC1)N1CCN(S(=O)(=O)c2ccc(F)cc2)CC1	3.5	x	3	-1	3	0	-2.4	18	-17
NS(=O)(=O)c1cnccc1Nc1ccc(Cl)cc1	-2.5	0.6	-3	1	0	0	-5.0	-2	4
O=C1[C@@H]2[C@H](Cc3ccc(O)cc3)N[C@]3(C(=O)Nc4ccccc43)[C@@H]2C(=O)N1c1ccc(F)cc1	0.1	1.0	-5	x	-5	4	-0.4	1	2
Cc1cccc2c1N(CCOc1ccc(C(C)(C)C)cc1)C(=O)C2=O	-0.2	x	4	8	3	2	-0.6	-1	-8
C/C=C/COc1nc2c(c(=O)n(C)c(=O)n2C)n1C	-1.3	0.3	-5	5	3	3	-1.8	-3	u
c1ccc(-c2nc(NCC3CCCO3)c3ccccc3n2)nc1 (stereo not given)	1.3	0.1	-7	-10	7	5	-3.6	10	-2
O=C(NCCC(c1ccccc1)c1ccccc1)c1cnccn1	2.1	2.9	0	2	6	1	-4.3	10	2
